OXTR potentiator: potentiates the human oxytocin receptor response | P30559 | CHO-OTR cells, Fluo-8 calcium fluorescence, potentiator mode; 0% = oxytocin EC15, 100% = EC100 | activation, % at 3 µM | 0.061% of 320,000 active | AID 2445;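 active means activation above that plate's cutoff, the mean activation of tested compounds plus 3 SD, cut at about 6.6% in these data, passing the limit was not always enough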;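 further: 100% uses oxytocin at 75 nM as the full agonist control; some results filed as inactive read as strong as hits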
Target sequence (P30559 whole entry, looked up): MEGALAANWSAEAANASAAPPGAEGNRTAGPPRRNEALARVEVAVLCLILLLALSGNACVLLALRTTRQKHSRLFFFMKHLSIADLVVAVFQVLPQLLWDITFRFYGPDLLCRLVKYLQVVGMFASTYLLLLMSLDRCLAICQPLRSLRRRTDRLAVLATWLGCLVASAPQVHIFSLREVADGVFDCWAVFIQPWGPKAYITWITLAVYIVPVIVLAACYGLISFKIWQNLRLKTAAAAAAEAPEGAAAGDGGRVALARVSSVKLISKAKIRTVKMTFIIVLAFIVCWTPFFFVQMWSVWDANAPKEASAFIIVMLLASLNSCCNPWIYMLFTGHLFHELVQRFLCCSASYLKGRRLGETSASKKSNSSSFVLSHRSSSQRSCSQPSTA
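Material: CHO-OTR cells, human receptor; compound dosing: single dose, 3.0 µM nominal final compound concentration; schedule: 6 min compound pre-incubation at room temperature, 100 s kinetic read; measured by: kinetic Fluo-8 calcium fluorescence; read-out basis: % activation vs EC15 and EC100 oxytocin; controls: EC15 oxytocin alone as 0%, 75 nM oxytocin as 100%; replicates: singlicate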
CHO parental Ca: signal in parental CHO cells, OX1R antagonist counter-screen; inhibition, % at 5.6 µM; parental CHO-K1, ATP-induced calcium, Fluo-8 fluorescence; 0.63% of 330,000 active;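 active means inhibition above that plate's mean sample inhibition plus 3 SD, cut at about 26% in these data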;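 further: 0% = ATP-challenged DMSO wells and 100% = DMSO wells without ATP; some compounds past the cut are filed as inactive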
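Test system: untransfected parental CHO cell line. Compound: one dose, 5.6 µM nominal. Detection: intracellular calcium via Fluo-8 no-wash fluorescent dye. Measure: % inhibition. Benchmarks: ATP-challenged DMSO wells low, unchallenged DMSO wells high.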
The depositor's hits bear a star. This is a subset; count on the stated rates, not on these rows.

smiles	OXTR potentiator	CHO parental Ca
O=C(O)c1cc(O)c2c(c1)[C@@H]([C@H]1c3cc(C(=O)O)cc(O)c3C(=O)c3c(O[C@@H]4O[C@H](CO)[C@@H](O)[C@H](O)[C@H]4O)cccc31)c1cccc(O[C@@H]3O[C@H](CO)[C@@H](O)[C@H](O)[C@H]3O)c1C2=O	-4	15
COc1ccccc1N1CCN(C2CCN(C3CCC(c4ccccc4)CC3)CC2)CC1 (centres undefined)	-2	-14
Cc1c(C2C(C#N)=C(N)N(c3cccc([N+](=O)[O-])c3)C3=C2C(=O)CCC3)cnn1C (centres undefined)	1	3
CCOC(=O)c1cnc(-n2nc(C)cc2C)nc1NNc1ncc(-c2ccccc2)cn1	-9	-6
O=C1NC2(CCCC2)C(=O)N1Cc1cc(=O)n2ccsc2n1	2	0
CCc1nc2sc3c(Cl)ncnc3c2c2c1CCCC2	5	2
N=C1/C(=C/c2cccn2-c2cccc([N+](=O)[O-])c2)C(=O)N=C2SC=CN12	-9	-14
NC(=O)c1ccccc1Nc1nc2nc3ccccc3c(=O)n2cc1Br	2	-3
O=C1CC(c2ccc(Br)cc2)NC(c2ccc(Br)cc2)C1c1ccccc1 (centres undefined)	-1	-12
COC(=O)/C=C1\OC(c2ccccc2)=CC1=O	-7	-12
Nc1sccc1C(=O)c1ccccc1	1	-14
C[C@H]1CC[C@H]2C(=O)N3[C@H](c4ccccc4Br)[C@@H](C)CC[C@H]3C(=O)N2[C@@H]1c1ccccc1Br	-13	23
COCCCNC(=O)C1CCC(CNS(=O)(=O)c2ccc(C)cc2)CC1 (centres undefined)	5	-7
Clc1cccc(CN2COc3c(cc(Cl)c4cccnc34)C2)c1	-6	-3
CCn1c(SCC(=O)Nc2ccccc2)nc2nc3c(cc2c1=O)COC(C)(C)C3	-6	-15
COc1ccc2no[n+]([O-])c2c1	0	3
Cc1cc(NC(=O)CCC(=O)N(c2cccnc2)C(C(=O)NC2CCCC2)c2ccccc2F)no1 (centres undefined)	-2	-8
CCc1nc(N=C(N)N)nc2ccccc12	-8	-11
COc1cc(C)nc(N2CCCC(C(=O)NC3CCC(C)CC3)C2)n1 (centres undefined)	-6	-6
CCn1cc(C(=O)O)c(=O)c2cnc(N3CCN(C(=S)Nc4ccc(F)cc4)CC3)nc21	-1	-2
O=C(O)CCC(=O)c1ccc2ccc3cccc4ccc1c2c34	-6	-13
CCOC(=O)c1c(NC(=O)N/N=C/c2ccc(O)c(OC)c2)sc(C(C)=O)c1C	-1	-21
CCCCc1cc2c(c(NC(C)=O)n1)c(=O)oc1ccccc12	2	-16
COCCn1c(=S)[nH]c2cc(C(=O)N3CC(C)CC(C)C3)ccc2c1=O (centres undefined)	-8	-13
CCCCCOc1ccc(N2C(=O)C(C)CNC2=S)cc1 (centres undefined)	-12	-2
CCn1c(COc2ccccc2C)nnc1SCc1nc2ccccc2c(=O)[nH]1	-9	-7
O=C(O)c1cc(S(=O)(=O)Nc2ccc3oc(=O)sc3c2)ccc1O	-3	-19
Cc1ccc(S(=O)(=O)N2CCC(=O)N(C(COCc3ccc(Cl)c(Cl)c3)Cc3ccccc3)CC2)cc1 (centres undefined)	-7	-22
Cc1cccc(NC(=O)C2Cc3ccccc3CN2C(=O)OCc2ccccc2)c1C (centres undefined)	2	-8
CCn1c(O)c(C2=c3ccccc3=NC2=O)c2cc(Br)ccc21	-5	-14
CC(C)Cn1cc(C(=O)NC2CCN(Cc3ccccc3)CC2)c2c3ccccc3n(C)c2c1=O	-10	-34
Nc1nc(Nc2cccc3ccccc23)nc(C2CCCC2=O)n1 (centres undefined)	-7	-2
COc1ccc(OC)c(CC(NC(C)=O)C(=O)NC2CCN(c3nnnn3-c3ccccc3)CC2)c1 (centres undefined)	-5	-5
Cc1ccc(C)n1-c1ccc(C(=O)O)cc1	-21	-11
CCOc1ccc2nc(C)cc(Nc3ccc(N4CCOCC4)cc3)c2c1	-6	-9
O=C(Nc1ccc2ccccc2c1)C(=O)C1C(=O)Nc2ccccc21 (centres undefined)	1	-8
COc1ccc(-c2coc3c(CN4CCCCC4)c(O)c(CN4CCCCC4)c(O)c3c2=O)cc1	-10	-1
CC(=O)Oc1ccc(C23CC4CC(CC(C4)C2)C3)cc1C(=O)O	-14	-2
COc1ccc(O[C@H]2C=C[C@@H](c3ccccc3)O[C@@H]2COC(=O)CC/C(C)=N/OC[C@@H](O)[C@H]2O[C@@H]3OC(C)(C)O[C@@H]3[C@H]2O)cc1	-13	-24
CC(C)(C)NCCCOc1ccc(Cl)cc1C(C)(C)C	-10	2

The closing three entries of the part above come first, to join the parts.
smiles	OXTR potentiator	CHO parental Ca
CC(=O)Oc1ccc(C23CC4CC(CC(C4)C2)C3)cc1C(=O)O	-14	-2
COc1ccc(O[C@H]2C=C[C@@H](c3ccccc3)O[C@@H]2COC(=O)CC/C(C)=N/OC[C@@H](O)[C@H]2O[C@@H]3OC(C)(C)O[C@@H]3[C@H]2O)cc1	-13	-24
CC(C)(C)NCCCOc1ccc(Cl)cc1C(C)(C)C	-10	2
Cc1cc(=O)n2c3c(sc2n1)C(=O)N(Cc1ccccc1)C3=O	-7	-9
Cc1cccc2c1Sc1ccc(Cl)cc1CC2N1CCNCC1 (centres undefined)	1	2
COc1ccc2nc(Nc3nc(CSc4nc5ccccc5s4)cc(=O)[nH]3)nc(C)c2c1	-3	-18
CCOc1ccc2cc(C#N)c(SCC(=O)NC(C)CC)nc2c1 (centres undefined)	-2	-9
CCOC(=O)c1[nH]c2cc(OC)c(OC)cc2c1NC(=O)CN1CCN(c2ccc(OC)cc2)C(C)C1 (centres undefined)	-9	-20
O=C(N[C@H](C(=O)O)c1ccccc1)C1CCC(Cn2nnc3ccccc3c2=O)CC1 (some centres undefined)	-1	-14
Cn1c(=O)c2c(-c3ccccc3)n3c4ccccc4ncc3c2n(C)c1=O	-2	-4
COc1ccc(CN2CCNC(=O)C2CC(=O)NCc2csc(C(C)C)n2)c(OC)c1 (centres undefined)	-21	-36
O=c1[nH]c2ccccc2c(O)c1-c1cc2ccccc2oc1=O	-14	-10
O=C1c2cccc(O)c2C(=O)c2c(O)cccc21	-11	-8
CNC(=S)NNC(=O)c1cccn(Cc2ccc(Cl)cc2Cl)c1=O	-6	-5
COc1ccccc1NC(=O)Nc1nnc(-c2ccco2)s1	-10	-6
COc1ccc(NC(=O)N(Cc2cccs2)Cc2cc3cc4c(cc3[nH]c2=O)OCO4)cc1	-8	-7
Cc1cc(OCCN2CCCCC2)nc2ccccc12	-3	-16
CCCc1cc(=O)[nH]c(/N=C(/NC(=O)c2ccccc2)Nc2ccc3c(c2)OCCO3)n1	-4	0
CCN(c1ccccc1)S(=O)(=O)c1ccc(C(=O)N(CCN(C)C)c2nc3c(F)cc(F)cc3s2)cc1	-3	-14
CCOC1=C/C(=C/c2c(N)n3oc(C)cc3nc2=O)C=CC1=O	2	-8
CCn1c2ccc(OC)cc2c2nc3ccccc3nc21	-8	-16
CCOC(=O)/C(N=Nc1sc(C(=O)OCC)c(C)c1C(=O)OCC)=C(\C)O	-11	-12
Cn1c(SCC(=O)Nc2ccc(N3CCOCC3)c(Cl)c2)nnc1-c1ccccc1	-6	-3

Next section.
| Molecule | OXTR potentiator | CHO parental Ca |
| --- | --- | --- |
| CCOC(=O)C1=C(C)NC(C)=C(C(=O)OCC)C1c1ccccc1/C=C/C(=O)OC(C)(C)C | -2 | 0 |
| CCCCCC#CCC#CCC#CCC#CCCCC(=O)O | -5 | -6 |
| O=C(NCc1cccs1)C1CCCN1C(=O)Nc1ccc(Cl)cc1 (centres undefined) | -16 | -18 |
| C[C@H]1CC[C@H]2C(=O)N3[C@H](c4cccc(N5CCCC5=O)c4)[C@@H](C)CC[C@H]3C(=O)N2[C@@H]1c1cccc(N2CCCC2=O)c1 | -9 | -16 |
| Cc1ccc(Cn2c(C(C)Nc3nc(C)cs3)nc3cc(Cl)c(Cl)cc32)cc1 (centres undefined) | 1 | -36 |
| Cc1nc2c(C(=O)N3CCOCC3)cnn2c(C)c1Cc1cccc(Cl)c1 | -1 | -7 |
| Cn1c(=O)[nH]c(=O)c2c1nc(Br)n2C/C=N/NC(N)=S | 0 | -28 |
| Cc1c(/C=N/NC(=O)c2cccnc2)c2ccccn2c1C(=O)c1ccc(F)cc1 | -1 | -6 |
| CC(=O)C1=C(C)NC(SCSc2ccccc2)=C(C#N)C1c1cccnc1 (centres undefined) | -7 | -19 |
| Cc1occc1-c1nnc(SCC(=O)Nc2nccs2)n1CCc1ccccc1 | -6 | -13 |
| COC(=O)c1cccc(OC(N)=O)c1 | -2 | 8 |
| Cc1c(C(=O)N2CC(C)OC(C)C2)sc2nc(-c3ccccc3)cn12 (centres undefined) | -15 | -1 |
| Cc1ccccc1C(C(=O)NC1CCCC1)N(C(=O)CNC(=O)c1ccco1)c1cccnc1 (centres undefined) | -6 | -19 |
| O=C(NCc1ccccc1Br)c1cccc2c1C(=O)c1ccc(N3CCOCC3)cc1S2(=O)=O | -3 | -6 |
| CCc1ccc(-n2c(SCC(=O)Nc3ccc(C(=O)O)cc3)nnc2-c2ccncc2)cc1 | -2 | -3 |
| CCCCn1nnc(NC(=O)c2ccc(-c3cccc([N+](=O)[O-])c3)o2)n1 | -5 | -26 |
| Cc1cc(C)n(C(=O)c2sc3cc(F)ccc3c2Cl)n1 | 6 | -2 |
| COc1ccc(CNC(=O)CCC(=O)N2CC(C)Oc3ccccc32)cc1 (centres undefined) | -5 | -3 |
| Cc1cc(Cl)c(OCCCCNC(C)(C)C)c(Br)c1 | -6 | -19 |
| Cc1cc(C(=O)N/N=C/c2cc(Br)ccc2OC(=O)c2ccc(Br)cc2)n[nH]1 | 5 | -10 |
| COC(=O)c1cc(C(=O)c2ccccc2)n2c(=O)/c(=C\N(C)C)sc12 | -3 | -14 |
| Cc1ccc(C)c(N2CCN(C(=O)CC3Sc4ccccc4NC3=O)CC2)c1 (centres undefined) | -19 | -15 |
| COc1cccc(C2=CC(c3ccccc3)n3ncnc3N2)c1 (centres undefined) | -10 | -15 |
| COc1ccc(CCNC(=O)CCN2C(=O)c3ccccc3C2=O)cc1OC | -17 | -17 |
| C#CCOCCOCCOCCNc1nc(N2CCN(C(=O)C([C@@H](C)CC)n3cc(C(N)COC(=O)C(F)(F)F)nn3)CC2)nc(N2CCN(C(=O)C([C@@H](C)CC)n3cc(C(N)CC(C)C)nn3)CC2)n1 (some centres undefined) | 0 | -4 |
| CC1(OC(=O)c2cccs2)C(=O)C=C2C=C(c3ccsc3)OC=C2C1=O (centres undefined) | -3 | -8 |
| CSCCC1NC2(C(=O)Nc3ccc(Cl)cc32)[C@@H]2C(=O)N(C3CCCC3)C(=O)[C@H]12 (some centres undefined) | -5 | -12 |
| Cc1c(Cl)cn2c(=O)cc(CN(C)Cc3nc4ccccc4c(=O)[nH]3)nc2c1Cl | -17 | -18 |
| c1ccc(C2CCC3(CC2)Oc2ccccc2C2CC(c4cccnc4)=NN23)cc1 (centres undefined) | 2 | -7 |
| CCN(CC)CCn1c(SCC(=O)Nc2ccc(F)cc2)nc2c(sc3ccccc32)c1=O | -6 | -25 |
| CC(C)=CCc1c(-c2ccc(O)cc2O)oc2c3c(cc(O)c2c1=O)OC(C)(C)C=C3 | -7 | 8 |
| O=C(Oc1ccc2cc(Br)ccc2c1)N1CCCCCC1 | -1 | 19 |

Of the compounds above, 3 contain a cyano group:
| Molecule | OXTR potentiator | CHO parental Ca |
| --- | --- | --- |
| Cc1c(C2C(C#N)=C(N)N(c3cccc([N+](=O)[O-])c3)C3=C2C(=O)CCC3)cnn1C (centres undefined) | 1 | 3 |
| CCOc1ccc2cc(C#N)c(SCC(=O)NC(C)CC)nc2c1 (centres undefined) | -2 | -9 |
| CC(=O)C1=C(C)NC(SCSc2ccccc2)=C(C#N)C1c1cccnc1 (centres undefined) | -7 | -19 |

Remaining list, next part:
| Molecule | OXTR potentiator | CHO parental Ca |
| --- | --- | --- |
| NC(=O)c1c(-c2cccs2)csc1N | 4 | -1 |
| CCCCCCc1cc2cc(-c3nnc(-c4cc(OC)c(OC)c(OC)c4)o3)c(=O)oc2cc1O | -1 | -5 |
| N#C/C(=C\c1cccc2ccccc12)c1nn(-c2ccccc2)c(N)c1C#N | -6 | -15 |
| CCOCC(=O)Nc1cc(C(=O)Nc2cc(C)cc(C)c2)ccc1Cl | -1 | -9 |
| COC(=O)CCCC1=CC2=CC(=O)C(C)(OC(=O)c3ccc(Cl)nc3)C(=O)C2=CO1 (centres undefined) | -5 | -10 |
| Cc1ccc2c(Cl)cc(Cl)c(OCC(=O)Nc3ccc(C)c(S(=O)(=O)N(C)C)c3)c2n1 | 3 | -22 |
| Cc1c(NC(=O)CC2NC(=O)NC2=O)c(=O)n(-c2ccccc2)n1C (centres undefined) | -2 | 5 |
| O=C(Cn1nc2sc3ccccc3n2c(=O)c1=O)c1ccc(Cl)cc1 | -6 | -4 |
| O=C(CCS(=O)NCc1ccccc1)NCc1ccccc1 (centres undefined) | -3 | -4 |
| O=C1CC(Cc2ccccc2)C(=O)N1CCCn1ccnc1 (centres undefined) | -3 | 9 |
| CCC(C)NC(=S)N1CCN(C)CC1 (centres undefined) | -16 | -11 |
| O=C1NCCCC2c3cc(O)c4ccccc4c3OC12N1CCCCC1 (centres undefined) | -1 | -7 |
| CC(=O)Nc1ccc2nc(NC(=O)c3ccc([N+](=O)[O-])s3)sc2c1 | -14 | -3 |
